MazF activator: increases E. coli MazEF RNase cleavage of RNA; FAM/BHQ RNA-DNA oligo cleavage fluorescence, 5 h; AID 504720; hit rate 0.32% among 350,000; activation, % at 20 µM; in the data active = activation above about 50%
Target sequence (P0AE70 whole entry, looked up): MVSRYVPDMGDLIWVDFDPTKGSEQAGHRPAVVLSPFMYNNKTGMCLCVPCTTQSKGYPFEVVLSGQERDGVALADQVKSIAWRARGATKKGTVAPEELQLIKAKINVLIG
Rv3671c protease: inhibits the M. tuberculosis serine protease Rv3671c. P9WHR9. inhibition, % at 5.96 µM. hit rate 0.048% among 320,000. AID 2606; in the data active = inhibition above about 38%;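 also: extracellular domain of Rv3671c used as enzyme; 0% = enzyme with DMSO and 100% = no enzyme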
BoNT-A LC inh2: BoNT A light chain protease inhibition; inhibition, % at 10 µM; multiplex microsphere protease substrate cleavage, flow cytometry; hit rate 0.17% among 360,000; also: plate controls were buffer without enzyme for full effect and enzyme alone for no effect
SARS 3CLpro inh: SARS-CoV 3CLpro protease inhibition | P0C6X7 | recombinant SARS-CoV 3CLpro, quenched FRET peptide cleavage | inhibition, % at 6 µM | hit rate 0.14% among 290,000; in the data active = inhibition above about 12%
PrPC surface inh: inhibitors of human cell surface prion protein PrPC; inhibition, % at 13.8 µM; TR-FRET read-out; hit rate 0.43% among 370,000; P04156; in the data active = inhibition above about 24%; also: 0% = median of the test wells and 100% = reference compound wells
CCHF vOTU inh: CCHFV vOTU protease inhibition; Pep-AMC fluorescence; inhibition, % at 11.5 µM; hit rate 0.55% among 370,000; AID 651958; in the data active = inhibition above about 30%; also: 0% = vehicle wells with enzyme and 100% = no enzyme wells
Anthrax LF inh2: inhibitors of Bacillus anthracis lethal factor protease. P15917. multiplex microsphere protease cleavage assay, LF. inhibition, % at 10 µM. hit rate 0.12% among 360,000. AID 588501; also: plate controls were buffer without enzyme for full effect and enzyme alone for no effect
Target sequence (P15917 whole entry, looked up): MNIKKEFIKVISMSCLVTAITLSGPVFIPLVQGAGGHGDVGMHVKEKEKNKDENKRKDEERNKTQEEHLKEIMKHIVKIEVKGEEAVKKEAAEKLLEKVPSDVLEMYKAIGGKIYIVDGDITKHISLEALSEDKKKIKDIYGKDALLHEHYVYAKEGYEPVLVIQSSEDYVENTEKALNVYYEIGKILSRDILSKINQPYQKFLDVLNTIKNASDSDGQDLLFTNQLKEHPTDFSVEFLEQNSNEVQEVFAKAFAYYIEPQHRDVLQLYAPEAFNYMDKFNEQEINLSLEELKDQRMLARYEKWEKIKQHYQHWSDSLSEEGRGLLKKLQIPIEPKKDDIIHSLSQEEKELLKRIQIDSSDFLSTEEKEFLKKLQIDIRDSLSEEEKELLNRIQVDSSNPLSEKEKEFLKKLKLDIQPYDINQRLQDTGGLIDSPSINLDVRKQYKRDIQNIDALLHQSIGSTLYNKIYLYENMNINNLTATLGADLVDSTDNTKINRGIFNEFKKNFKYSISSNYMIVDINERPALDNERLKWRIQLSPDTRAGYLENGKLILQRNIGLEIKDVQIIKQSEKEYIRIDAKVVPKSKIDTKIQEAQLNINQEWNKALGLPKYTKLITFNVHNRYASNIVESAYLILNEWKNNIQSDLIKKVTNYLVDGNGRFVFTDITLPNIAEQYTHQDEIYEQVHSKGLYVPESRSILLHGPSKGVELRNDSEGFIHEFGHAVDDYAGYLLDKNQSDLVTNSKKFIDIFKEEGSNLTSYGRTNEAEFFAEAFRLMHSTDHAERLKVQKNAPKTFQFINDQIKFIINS
BoNT-F LC inh: inhibitors of Botulinum neurotoxin F light chain protease; Multiplex microsphere protease cleavage assay, flow cytometry; inhibition, % at 10 µM; hit rate 0.22% among 360,000; in the data active = inhibition above about 35%, passing the limit was not always enough; inconclusive = no clear call, values can overlap the other calls; also: plate controls were buffer without enzyme for full effect and enzyme alone for no effect
DUSP3 inh: blocks human VHR1 dual specificity phosphatase; P51452; recombinant VHR phosphatase, pNPP absorbance; inhibition, % at 13.3 µM; hit rate 0.52% among 290,000; in the data active = inhibition above about 50%; also: some compounds called inactive have numbers as strong as hits
Target sequence (P51452 whole entry, looked up): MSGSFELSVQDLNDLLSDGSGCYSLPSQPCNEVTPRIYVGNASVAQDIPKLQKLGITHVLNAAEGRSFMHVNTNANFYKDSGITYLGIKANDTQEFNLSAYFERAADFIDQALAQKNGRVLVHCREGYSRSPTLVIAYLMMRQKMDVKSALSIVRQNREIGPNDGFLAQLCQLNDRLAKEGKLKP
SSB-PriA inh: inhibitors of Klebsiella pneumoniae PriA binding to SSB C-terminal tail; hit rate 0.6% among 430,000; inhibition, % at 33 µM; AlphaScreen SSBct-PriA binding, biotinylated peptide; AID 1272365; in the data active = inhibition mostly above about 37%, no sharp cut-off; inactive = mostly below about 20%;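 also: plate controls were negative control peptide for no effect and reference peptide for full effect; strong numbers were not always called active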
* hit, by the source's call; i = inactive; u = inconclusive; x = not tested or not shown. Rule as the data show it, unless noted: active = inhibition above about 30%; inconclusive = no clear call, values can overlap the other calls; inactive = below that.

SMILES	MazF activator	Rv3671c protease	BoNT-A LC inh2	SARS 3CLpro inh	PrPC surface inh	CCHF vOTU inh	Anthrax LF inh2	BoNT-F LC inh	DUSP3 inh	SSB-PriA inh
CC1CCCCN1C(=S)NC(=O)c1ccccc1 (centres undefined)	2	-1	0.0	x	-1	6	3	1	x	-11
N=c1n(CC(=O)c2ccc(Br)s2)c2ccccc2n1Cc1ccccc1	6	-6	-0.7	1	5	-8	-5	-4	18	8
O=C(Nc1ccc(S(=O)(=O)N2CCOCC2)cc1)c1cc(S(=O)(=O)N2CCOCC2)ccc1Cl	3	-8	0.3	-4	11	-1	-2	-9	10	-3
Cc1nc(C(=O)O)cc([N+](=O)[O-])c1C	1	x	-0.5	x	1	10	-8	-6	x	x
CC1Sc2ccc(S(=O)(=O)NCc3ccccc3)cc2NC1=O (centres undefined)	-2	-9	-1.6	3	11	-8	2	-3	2	-4
O=c1[nH]c(/C=C2\C=Nc3ccccc32)c(O)n1Cc1ccccc1F	18	12	-0.2	11	11	8	7	-1	29	x
COc1cc(/C=N/NC(=O)c2ccccc2O)ccc1OC(=O)CC1SC(=O)NC1=O (centres undefined)	-29	5	-0.7	1	4	15	-2	-4	-1	i
O=C(COc1ccccc1O)NCCN1CCOCC1	-21	6	-2.3	4	-1	15	-3	-26	2	-6
OC[C@@H]1CN(Cc2ccc(-c3ccccc3)cc2)C[C@H](n2cnc3c(NCc4ccncc4)ncnc32)O1	x	x	-0.1	x	1	-3	-4	-4	x	x
O=C1CCC(C(=O)N2CCCCCCC2)CN1Cc1cccc(C(F)(F)F)c1 (centres undefined)	0	1	1.9	2	2	1	-2	3	32	-19
Cc1cccc(Nc2nc(Cl)ncc2F)c1C	-1	-1	-0.1	-2	7	-7	12	13	60*	1
NC[C@H](Cc1ccccc1)NCCCCC1CCCCC1	-3	3	-0.1	x	-1	2	-9	-26	x	-1
C/C(CCc1ccc2c(c1)OCO2)=N\N=C(/N)SC1CC(=O)N(c2ccccc2F)C1=O (centres undefined)	-3	-7	-0.8	-2	-4	18	-1	-11	5	x
Cc1cccc(N2CCN(CC(=O)Nc3nccs3)CC2)c1C	4	0	-0.1	4	8	14	-7	2	12	6
COC(=O)c1cccnc1NC(=S)NNC(=O)c1ccccc1	5	11	x	2	2	0	x	x	-15	0
C[C@@H](C(=O)NCCc1ccccc1F)N1C(=O)N2CCc3c([nH]c4ccccc34)[C@@]2(C)C1=O	-4	-5	-1.3	-3	16	-2	-1	0	17	7
O=C1CCN(Cc2ccccc2)CCN1[C@H](CSc1ccccc1)c1ccccc1	3	-3	-0.7	8	-4	2	-2	-4	6	-5
CCOC(=O)C1=C(CNCc2ccc(F)cc2)NC(=O)NC1c1cccc([N+](=O)[O-])c1 (centres undefined)	-9	2	-1.3	-1	-2	8	-14	-9	-7	11
Cc1ccc(S(=O)(=O)N(CC#N)CC#N)cc1	5	1	-0.4	2	1	5	4	-3	-21	-9
Cc1cc(NC(=O)CCC(=O)N(CC(=O)NCC2CCCO2)c2ccc(C)c(C)c2)no1 (centres undefined)	2	-6	-2.4	4	1	7	4	13	36	4
O=C(Nc1cccc(S(=O)(=O)N2CCOCC2)c1)c1ccc(Cl)c([N+](=O)[O-])c1	4	0	-0.8	-5	-37	12	-2	-4	-9	-8
COc1cc(/C=N/NC(N)=S)ccc1OCC(=O)Nc1ccc(C)c(C)c1	0	-20	0.0	0	2	22	-3	-4	11	x
CC1=C(C(=O)N2CCCCCC2)CC(CC(=O)NCCN2CCOCC2)C(=O)N1Cc1ccccc1 (centres undefined)	x	x	-0.4	x	7	-6	3	-6	x	x
S=c1[nH]nc(-c2ccccc2)n1Cc1ccccc1	7	4	-1.2	3	3	11	-10	-20	5	7
O=C(NCCCn1ccnc1)c1ccc(S(=O)(=O)N2CCCCCC2)cc1	-4	6	0.3	6	-6	9	0	0	31	0
Additional compounds
SMILES	MazF activator	Rv3671c protease	BoNT-A LC inh2	SARS 3CLpro inh	PrPC surface inh	CCHF vOTU inh	Anthrax LF inh2	BoNT-F LC inh	DUSP3 inh	SSB-PriA inh
Cc1ccc(CNC(=O)c2ccc(N3CCC4(CC3)CC(c3ccccc3)=NO4)c([N+](=O)[O-])c2)cc1	-14	-19	0.0	-6	0	7	-5	-5	13	-4
COc1ccccc1NC(=O)NCCc1c[nH]c2ccccc12	2	3	-0.4	-4	8	-9	-4	-4	21	11
COC(=O)CN(c1ccc2c(c1)OCCO2)S(=O)(=O)c1ccccc1	11	1	-0.8	-5	8	-3	0	-20	-8	-12
O=C(CC1(O)C(=O)N(C/C=C/c2ccccc2)c2ccccc21)c1ccccn1 (centres undefined)	3	-10	0.8	9	-8	3	0	-2	22	15
CC(C)CNC(=O)COC(=O)/C=C/c1ccccc1[N+](=O)[O-]	1	3	-0.1	4	-3	5	1	-28	0	-16
CC1(C(=O)Nc2ccc3c(c2)OCO3)CCN1C(=O)CC1CC1 (centres undefined)	x	x	-0.2	x	1	6	0	4	x	x
CC1(C)NC(=S)NC1=S	11	x	0.0	x	5	9	0	-4	x	0
CC(C)C(=O)Nc1cc2c3c(c1)CCC(=O)N3CCC2	3	2	0.7	1	9	-4	0	7	-26	4
CC(C)NCC(O)c1cc(O)cc(O)c1 (centres undefined)	-3	-5	0.2	x	-3	-5	-10	5	3	-20
CN(C)CCCNC(=O)CC(c1ccc(F)cc1)c1ccco1 (centres undefined)	-5	8	0.4	1	-4	-4	-3	2	-19	0
COc1ccc(Cl)cc1NC(=O)NCCN1CCNC1=O	1	-2	x	-1	8	-14	x	x	8	-7
Cn1c(=O)c2c(nc(Oc3ccccc3Cl)n2C)n(C)c1=O	0	x	-3.9	1	-2	-7	8	2	-9	-7
COc1cc(NC(=S)N2CCCC2)cc(OC)c1	-9	x	-1.7	-4	2	4	0	-6	19	-22
COc1ccc(S(=O)(=O)N2CCC(O)(c3cccnc3)CC2)cc1OC	4	1	-1.0	3	6	-11	6	2	12	5
CC(=O)NCC(=O)N1CCCC(C(=O)c2ccc(Oc3ccccc3)cc2)C1 (centres undefined)	0	-1	-0.3	-2	6	-3	-2	-1	-1	-10
O=C(NCc1ccccc1)C(c1ccc(F)cc1)N(C(=O)c1csnn1)C1CCCC1 (centres undefined)	1	-1	-0.3	-11	0	-5	-5	8	19	-3
O=C(O)COc1ccc(-c2nc(-c3ccccc3)c(-c3ccccc3)[nH]2)cc1	-1	8	-2.0	-4	7	-10	-1	-5	8	8
COc1ccccc1C(=O)C1CCCN(C(=O)c2ccc(C(C)=O)s2)C1 (centres undefined)	5	-10	-1.0	-5	-2	-11	-4	6	-1	-9
COC(=O)Cc1cc(=O)oc2cc(OC)ccc12	3	-9	-1.8	1	-1	-70	-3	-2	-4	-12
O=C(c1cc(Br)ccc1Cl)N1CCN(c2ncccn2)CC1	0	2	-4.9	2	5	-1	-8	7	9	2
CCCCn1nc(C(=O)NCC(c2cccs2)N2CCOCC2)c2ccccc2c1=O (centres undefined)	3	-2	-0.2	x	1	3	1	5	x	-2
CSc1cc(-c2ccc(Cl)cc2)n(Cc2ccccc2)c(=O)c1C#N	-7	-2	-0.1	3	-1	-2	0	-6	-6	-10
Cc1cc(=O)[nH]c(SCC(=O)N2CCCC(C)C2)n1 (centres undefined)	6	2	-2.3	2	9	-8	2	-4	2	-8
S=c1sc2c(Cl)ncnc2n1-c1ccccc1	-1	x	0.1	4	1	-5	1	-1	18	-4
CCOc1ccc(S(=O)(=O)Nc2cccc(C(=O)N3CCN(c4cccc(OC)c4)CC3)c2)cc1	-4	2	4.2	x	4	19	-1	1	x	15

The closing 2 records of the section before come first, to join the parts:
SMILES	MazF activator	Rv3671c protease	BoNT-A LC inh2	SARS 3CLpro inh	PrPC surface inh	CCHF vOTU inh	Anthrax LF inh2	BoNT-F LC inh	DUSP3 inh	SSB-PriA inh
S=c1sc2c(Cl)ncnc2n1-c1ccccc1	-1	x	0.1	4	1	-5	1	-1	18	-4
CCOc1ccc(S(=O)(=O)Nc2cccc(C(=O)N3CCN(c4cccc(OC)c4)CC3)c2)cc1	-4	2	4.2	x	4	19	-1	1	x	15
COc1ccc(C(=O)CNc2cccc(F)c2)cc1	10	-10	-1.5	9	9	5	-7	u	x	-10
CCOc1ccc(-n2cc(C(=O)N3CCN(C)CC3)c3cc(OC)c(OC)cc3c2=O)cc1	6	12	0.8	4	8	4	1	23	-2	-17
Cc1cccc(-c2noc(CSc3ccccc3)n2)c1	-10	4	0.6	-2	5	8	2	6	32	-89
CC(=O)Nc1ccc(Nc2cc(C)nc3c(-c4ccc(Cl)cc4)c(C)nn23)cc1	12	-3	0.8	-2	12	-18	1	5	-2	-4
COCCc1nc2ccc(C(=O)N3CCCCC3COC)cc2o1 (centres undefined)	5	3	-0.7	5	5	6	1	3	47	0
COc1ccc(NC(=O)CN(C)C(=O)c2ccc(S(=O)(=O)N3CCOCC3)cc2)cc1	0	x	-0.7	x	0	-7	5	-5	x	x
O=C(CCC(=O)N(CC(=O)NC1CCCCC1)c1ccc(F)cc1)Nc1ccccn1	-13	5	-0.5	4	-4	3	-1	-13	23	-12
CC(=O)C1=C(O)C(=O)OC1c1ccc(Cl)cc1 (centres undefined)	-11	3	-5.5	2	8	0	-2	8	10	-5
CN1CCN(NC(=O)c2cc(-c3ccccn3)nc3ccccc23)CC1	1	7	0.0	5	1	-1	-2	-6	6	12
Cc1ccccc1NC(NC(=O)c1cccs1)C(Cl)(Cl)Cl (centres undefined)	20	-11	-0.2	0	3	-1	-3	5	3	-34
Cc1cc(NC(=O)COc2ccc3c(C)c(C)c(=O)oc3c2)no1	-6	x	-0.1	x	9	-7	-2	-2	x	x
O=C(COc1ccc2c(c1)CCC2)Nc1ccccn1	-1	11	3.2	x	3	3	1	16	x	-17
CCOc1ccc(C(=O)NCC(=O)N2CCCCCCC2)cc1	2	2	-0.8	x	15	10	-1	2	x	-12
CC(C)(C)NC(=O)NC(=O)CN1CCN(S(=O)(=O)/C=C/c2ccccc2)CC1	-2	-3	-2.5	-1	-1	0	4	-2	11	-4
CC(C)Nc1nc(Nc2ccc(C(N)=O)cc2)c2sccc2n1	x	x	-0.2	x	1	1	-2	-4	x	x
COc1ccc(CNC(=O)CS(=O)(=O)Cc2nc(-c3ccc(OC)cc3)oc2C)cc1	5	-1	0.2	-2	4	-4	0	2	35	-9
Cc1ccc(S(=O)(=O)c2c(N)n(CCCN(C)C)c3nc4ccccc4nc23)cc1	14	0	1.0	2	-2	-187	-17	u	5	-4
Cc1cc(=O)n2c3ccccc3n(C)c2n1	4	x	-3.9	-2	3	1	0	u	9	3
COc1cc(C(=O)Nc2nc3ccc(C)cc3s2)ccc1OCc1c(C)noc1C	7	-11	1.3	0	0	2	3	5	-9	-1
CSc1ncccc1C(=O)OCC(=O)Nc1nc(C)c(Cl)cc1Cl	0	0	0.2	x	-5	15	9	5	x	-6
Clc1ccc(Cc2ccc(SCc3ccccc3)nn2)c(Cl)c1	-6	-4	21	-5	4	3	22	43*	2	-55
Cn1c(=O)oc2cc(S(=O)(=O)NCc3cccnc3)ccc21	-30	6	-0.7	1	4	6	-2	-8	4	-7
COC(=O)C1CCN(C(=O)C2CCCCC2)CC1	1	-16	-0.8	-2	0	12	-3	-3	6	-8
CCOC(=O)C1=NNC(C(=O)c2ccccc2)C1c1ccc(Cl)cc1 (centres undefined)	2	5	u	8	-2	4	-9	u	14	-1
Cc1cc(C)nc(SCCC(=O)Nc2ccccc2Cl)n1	16	-3	0.0	3	3	-7	4	0	10	4
COc1ccc(CNC[C@H]2O[C@@H](n3ccc(=O)[nH]c3=O)[C@H](O)[C@@H]2O)cc1	x	x	-0.2	x	-4	6	-11	4	x	x

Gathered by group, the entries above containing a COOH group.
SMILES	MazF activator	Rv3671c protease	BoNT-A LC inh2	SARS 3CLpro inh	PrPC surface inh	CCHF vOTU inh	Anthrax LF inh2	BoNT-F LC inh	DUSP3 inh	SSB-PriA inh
Cc1nc(C(=O)O)cc([N+](=O)[O-])c1C	1	x	-0.5	x	1	10	-8	-6	x	x
O=C(O)COc1ccc(-c2nc(-c3ccccc3)c(-c3ccccc3)[nH]2)cc1	-1	8	-2.0	-4	7	-10	-1	-5	8	8

Compound activity (PubChem BioAssay)

An excerpt, so the mix of outcomes need not match the whole.
